Compound activity deposited in PubChem BioAssay by National Center for Advancing Translational Sciences (NCATS).
PTHR1 ag: activates the human parathyroid hormone receptor PTHR1. Q03431. HEK293 GP2 PTHR1 cells, GloSensor cAMP luminescence, 1 h. Potency, µM (series often up to 115 µM), without a hit: top-dose activation, hits mostly activators. actives 0.075% (n = 410,000). AID 743266; further: potency means the concentration at half of the fitted maximal effect; nearly all actives have a fitted effect of over 55% in size; some results filed as inactive show a strong effect at the top dose; inactives centre near -15; many of its hits are not listed in these tables
Target sequence (Q03431 whole entry, looked up): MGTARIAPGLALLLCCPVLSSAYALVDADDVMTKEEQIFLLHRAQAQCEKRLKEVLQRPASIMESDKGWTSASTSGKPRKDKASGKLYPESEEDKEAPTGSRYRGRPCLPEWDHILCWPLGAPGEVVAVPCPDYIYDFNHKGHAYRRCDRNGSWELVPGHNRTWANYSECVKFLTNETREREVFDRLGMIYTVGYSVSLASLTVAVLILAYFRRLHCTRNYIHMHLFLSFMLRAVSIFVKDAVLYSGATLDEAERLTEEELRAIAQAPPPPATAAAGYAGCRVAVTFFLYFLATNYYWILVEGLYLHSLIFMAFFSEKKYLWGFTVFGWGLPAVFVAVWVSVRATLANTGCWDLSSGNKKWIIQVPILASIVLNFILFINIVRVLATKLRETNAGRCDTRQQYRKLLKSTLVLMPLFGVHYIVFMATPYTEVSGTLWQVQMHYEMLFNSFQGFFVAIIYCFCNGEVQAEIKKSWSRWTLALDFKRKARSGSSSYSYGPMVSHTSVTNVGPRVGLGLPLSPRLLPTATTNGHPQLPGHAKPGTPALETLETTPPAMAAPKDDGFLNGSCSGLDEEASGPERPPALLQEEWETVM
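HEK-293-derived GP2 cells expressing PTHR1 and a GloSensor cAMP reporter, 3,000/well, plated overnight, given luciferin plus IBMX (each 0.5 mM as added) for 1 h at 37 °C, then compound for 1 h at 37 °C. Luminescence was read after 15 min at room temperature.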
GLP1R inv ag: acts as inverse agonist at human GLP-1 receptor | P43220 | HEK293 GLP-1R CRE-luciferase, luminescence, 24 h; GLP-1R form is constitutively active | Potency, µM (titrated, usually from 38.3 µM), for inactives: at the highest dose activity change, negative = inhibition, most hits filed as inhibitors | actives 1.6% (n = 410,000) | AID 624417; further: potency means the concentration at half of the fitted maximal effect; on the % scale 0 is the no-effect control and ±100 the full control effect; nearly all actives have a fitted effect of over 55% in size
Target sequence (P43220 whole entry, looked up): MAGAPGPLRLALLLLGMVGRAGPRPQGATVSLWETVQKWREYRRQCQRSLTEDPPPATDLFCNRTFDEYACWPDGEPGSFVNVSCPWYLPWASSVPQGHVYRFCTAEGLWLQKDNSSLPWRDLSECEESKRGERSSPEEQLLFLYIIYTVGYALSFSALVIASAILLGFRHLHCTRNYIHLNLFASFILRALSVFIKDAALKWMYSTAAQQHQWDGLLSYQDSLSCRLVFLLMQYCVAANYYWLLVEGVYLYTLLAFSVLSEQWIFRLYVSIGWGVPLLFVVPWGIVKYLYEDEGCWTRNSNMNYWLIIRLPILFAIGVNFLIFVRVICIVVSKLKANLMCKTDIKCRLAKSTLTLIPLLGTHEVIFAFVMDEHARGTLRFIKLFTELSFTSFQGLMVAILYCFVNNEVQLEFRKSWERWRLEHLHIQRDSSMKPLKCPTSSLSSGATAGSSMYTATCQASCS
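Cells are plated, allowed 12 hours at 37 deg C, then treated with compounds for 24 hr before luciferase detection reagent is added and luminescence is read after 12 min at room temperature. The HEK293 line carries constitutively active GLP-1R with a cAMP-responsive reporter.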
Abeta yeast res: restores growth of yeast expressing A-beta42 peptide. actives 0.063% (n = 410,000). yeast expressing A-beta42, growth rescue, OD600, 48 h; response scale: 0% DMSO, 100% iron-clioquinol control. AID 1347071. Potency, µM (highest dose often 46.1 µM), inactives show at the top dose growth rescue, actives largely listed as activators; further: potency means the concentration at half of the fitted maximal effect; nearly all actives have a fitted effect of over 55% in size
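Yeast A-beta toxicity model in growth medium with pinned compounds, 48 h at 30 C; growth read as absorbance at 600 nm. Normalized to FeCl3/clioquinol equimolar mix (positive) and DMSO (negative).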
TDP-43 yeast inh: TDP-43 toxicity inhibition in yeast. actives 1.8% (n = 410,000). TDP-43 expressing yeast growth rescue, BacTiter-Glo, 24 h. AID 652104. Potency, µM (highest dose often 46.1 µM), for inactives: at the highest dose growth rescue (activation), actives largely listed as activators; further: potency means the concentration at half of the fitted maximal effect; % of control where 0% means no effect; nearly all actives have a fitted effect of over 50% in size
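Yeast expressing TDP-43 (pregrown in raffinose, seeded at OD600=0.02 in galactose medium) exposed to compounds 24 hr at 30 deg C. Growth read by BacTiter-Glo luminescence; rescue of toxicity appears as increased signal.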
GLP-1R agonist: activates the human GLP-1 receptor; HEK293 GLP-1R CRE-luciferase, luminescence, 4-6 h; cells express a hypersensitive GLP-1R form; Potency, µM (series often up to 45.6 µM), for the others: top-dose activation, actives largely listed as activators; actives 0.007% (n = 380,000); P43220; further: potency means the concentration at half of the fitted maximal effect; % of control where 0% means no effect
FUS suppressor: FUS proteinopathy suppression in yeast; S. cerevisiae FUS-expressing, growth rescue, OD600, 24 h; AID 1347120; Potency, µM (highest dose often 76.6 µM), for the others: at the highest dose growth rescue (activation), usual class: activators; actives 0.24% (n = 390,000);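 further: potency means the concentration at half of the fitted maximal effect; plate controls were DMSO vehicle for no effect and reference control for full effect; nearly all actives have a fitted effect of over 55% in size; some results filed as inactive show a strong effect at the top dose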
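Compound concentration series was pinned onto galactose-induced FUS-expressing yeast seeded at OD 0.005. Plates sat 24hr at 30C; absorbance at 600 nm gave growth. DMSO served as background control.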
pAkt inh: inhibitors of Akt phosphorylation; AID 651550; activity change, % for hits at 50 µM; actives 0.32% (n = 360,000); Neuro2A IGF-stimulated pAkt S473 HTRF, 20 min; hits give low values; in the data active means activity change below about -80%; inconclusive means mostly about -51% to -80%; further: on the % scale 0 is the no-effect control and ±100 the full control effect
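Single-point screen (50 µM final compound) in Neuro2A cells stimulated 20 min with 6 nM IGF at 37 deg C. After lysis, Ser473-phosphorylated Akt read by HTRF (ex 330 nm, em 615/665 nm) as the 665/615 ratio.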
DRD3 antagonist: D3 dopamine receptor (human) antagonism; actives 2.5% (n = 360,000); max response, negative = inhibition, %; D3R cells, DiscoveRx beta-arrestin luminescence, antagonist mode; hits give low values; P35462; in the data active means max response below about -50%; inconclusive means no clear call, values can overlap the other calls; further: on the % scale 0 is the no-effect control and ±100 the full control effect; mostly tested at two doses, the higher about 12 µM
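Cells plated overnight at 1500 cells/well, then exposed to library compounds with dopamine controls for 90 minutes at 37 degrees C. DiscoveRx reagent added for 30–60 minutes at room temperature; luminescence read, quantitative HTS format.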
aSyn yeast inh: alpha-synuclein toxicity inhibition in yeast; Yeast expressing alpha-synuclein, growth rescue, BacTiter-Glo, 24 h; Potency, µM (highest dose often 46.1 µM), inactives show top-dose growth rescue (activation), usual class: activators; actives 0.14% (n = 370,000); AID 652106; further: potency means the concentration at half of the fitted maximal effect; % of control where 0% means no effect; nearly all actives have a fitted effect of over 65% in size
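Galactose-induced alpha-syn yeast (OD600=0.02, raffinose-pregrown) + pinned cpd, 24 hr, 30 deg C; growth by BacTiter-Glo luminescence. Growth restoration scores as activation.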
* marks the source's active call; other numbers are inactive results; i = inactive; ? = inconclusive; . = no result given; & = joins results of further samples; [ ] = another dose, or the depositor's remark. Unless noted, the call rests on the fitted dose curve; in most records, active means well fitted curve in the direction sought with a large enough effect; inconclusive means small, poorly fitted or top-dose-only effect, or another doubt; inactive means no such curve, though single readings can be large; an effect the other way counts as inactive or inconclusive. These rows are one share of the data; count on the stated rates, not on these rows.

Values run as follows: PTHR1 ag	GLP1R inv ag	Abeta yeast res	TDP-43 yeast inh	GLP-1R agonist	FUS suppressor	pAkt inh	DRD3 antagonist	aSyn yeast inh
1: O=C(c1ccc2ncsc2c1)N1CCN(c2ccc(O)cc2)CC1
  i	?	4%	4%	-11%	-1%	i	12	0%
2: CC(C)C(=O)N(c1ccc2oc(=O)sc2c1)S(=O)(=O)c1cccs1
  -10%	-32%	-6%	8%	-27%	17%	i	0	6%
3: Cc1nnc(SCC(=O)NC(=O)NC(C)(C)C)n1N
  i	2%	5%	8%	-11%	0%	i	13	1%
4: COc1ccc(CC(=O)N2CCN(c3cccc(C)c3C)CC2)cc1
  -39%[inhibitor]	?	-3%	11µM*	26%	27%	i	-27	-2%
5: COc1ccc(CN2C(=O)Cc3c2nc(N)c2c(N)nc(N4CCOCC4)c(C#N)c32)cc1
  i	30%	2%	13%	-2%	?	i	3	0%
6: COc1cccc(CNc2nc(NCC3CC3)nc3ccsc23)c1
  i	?	11%	7%	15%	0%	i	15	2%
7: CC(C)(C)P(=O)(CO)c1ccccc1 (configuration not stated)
  9%[57.5 µM]	7%	-11%	13%	-13%	9%	i	-18	-1%
8: CCN(CC)CCCNC(=O)CSc1nc(-c2ccc(F)cc2)cc(C(F)(F)F)n1
  0%	?	9%	8%	0%	11%	i	-13	0%
9: Nc1nc(-c2ccco2)c(-c2ccco2)s1
  i	-24%	-27%	-7%	7%	.	i	-58*	-3%
10: CNS(=O)(=O)c1cccc(C(=O)OCc2cc(=O)oc3c(C)c(O)ccc23)c1
  -31%[inhibitor]	8%	6%	22%	10%	31%	i	11	-1%

Retrieved by structure from above:
Values run as follows: PTHR1 ag	GLP1R inv ag	Abeta yeast res	TDP-43 yeast inh	GLP-1R agonist	FUS suppressor	pAkt inh	DRD3 antagonist	aSyn yeast inh
6: COc1cccc(CNc2nc(NCC3CC3)nc3ccsc23)c1
  i	?	11%	7%	15%	0%	i	15	2%
2: CC(C)C(=O)N(c1ccc2oc(=O)sc2c1)S(=O)(=O)c1cccs1
  -10%	-32%	-6%	8%	-27%	17%	i	0	6%

Next part:
Values run as follows: PTHR1 ag	GLP1R inv ag	Abeta yeast res	TDP-43 yeast inh	GLP-1R agonist	FUS suppressor	pAkt inh	DRD3 antagonist	aSyn yeast inh
11: Cc1cc(N2C(=O)C(O)=C(C(=O)c3ccc(C)o3)C2c2cccc(Oc3ccccc3)c2)no1 (configuration not stated)
  i	8%	-14%	-10%	2%	13%	i	8	-4%
12: CCOc1ccccc1C(=O)N1CCN=C1SCc1cccnc1
  8%	-25%	5%	9%	4%	17%	i	-1	-1%
13: Cc1cccc(CSc2nc3cc(C(=O)NC4CCCC4)ccc3c(=O)n2Cc2ccccc2)c1
  i	1%	-4%	8%	.	-8%	.	.	.
14: CC(C)(C)c1ccc(C(=O)Nc2ccc(O)c3c(=O)cc(-c4cccc(Cl)c4)oc23)cc1
  -2%	-15%	1%	-14%	1%	-8%	i	4	2%
15: COc1cc2c(cc1NC(=O)CSc1cccc[n+]1[O-])oc1ccccc12
  -11%	8%	-6%	18%	2%	.	i	-14	8%
16: CCS(=O)(=O)N1Cc2ccccc2CC1C(=O)NCCc1ccccc1 (configuration not stated)
  -21%	-19%	11%	-17%	10%	14%	i	14	10%
17: COc1ccccc1C1/C(=C(/O)c2ccccc2)C(=O)C(=O)N1CCO (configuration not stated)
  -1%[57.5 µM]	-13%	8%	-15%	18%	1%	i	17	-1%
18: CCN1Cc2c(cc(OC)c(OC)c2OC)-c2ccccc2S1(=O)=O
  i	18%	-4%	20%	-5%	-12%	i	12	-1%
19: O=C(CN1CCN(c2ccc(F)cc2)CC1)c1ccc2c(c1)OCO2
  -3%	0%	8%	8%	0%	.	i	0	0%
20: CCn1cc(CNC(=O)c2cccc([N+](=O)[O-])c2)c(C)n1
  -16%	16%	1%	3%	-3%	-21%	i	4	3%
21: Cc1cccc(C)c1NC(=O)C(c1cccs1)N(Cc1ccco1)C(=O)Cn1nnc2ccccc21 (configuration not stated)
  -2%	-11%	18%	13%	-22%	-17%	i	-2	-1%
22: COc1ccccc1NC(=O)c1ccc(NC(=O)COC(=O)c2cncc(Br)c2)cc1
  -58%[inhibitor]	22%	12%	15%	-8%	10%	i	15	4%
23: N#Cc1cc2c(nc1SCC(=O)Nc1sc3c(c1C#N)CCC3)CCCCCC2
  -1%[57.5 µM]	-22%	1%	4%	2%	25%	i	-2	5%
24: CC(C)(C)c1ccc(C(=O)NCCNC(=O)c2ccco2)cc1
  i	-11%	-9%	-5%	5%	-18%	i	9	5%
25: Cc1c(Cl)c(C(F)(F)F)nn1CC(=O)NN
  i	6%	-20%	0%[0.397 µM]	8%	-5%	i	-4	5%
26: COc1ccc(-c2ccc(CCC(=O)O)n2-c2ccc(Cl)cc2C)cc1
  i	-20%	-21%	-91%[inhibitor]	.	?	.	.	.
27: O=C(NCCCNC(=O)c1ccccn1)c1cccc(F)c1
  i	11%	-5%	-5%	4%	-1%	i	-18	-8%
28: COC(=O)C1CCN(c2ccc([N+](=O)[O-])cc2[N+](=O)[O-])CC1
  i	-1%	3%	11%	15%	0%	i	4	19%
29: COc1ccc(N2CCN(C(=O)CN3CCN(C(c4ccccc4)c4ccccc4)CC3)CC2)cc1
  -23%	?	4%	20%	-4%	.	i	?	1%
30: CN1C(=O)C2C=CC1C1C(=O)N(c3ccccc3)C(=O)C21 (configuration not stated)
  -1%[57.5 µM]	-18%	14%	?	-4%	11%	i	4	-10%
31: Cn1nnnc1SCCNCc1cccnc1
  -5%[57.5 µM]	7%	-16%	-17%	1%	40%	i	-13	-6%
32: Nc1cc(C(=O)O)ccc1Sc1ccccc1C(=O)O
  i	9%	-17%	-42%[inhibitor]	-3%	6%	i	1	4%
33: Cc1ccc(C(=O)NCC(c2cccs2)S(=O)(=O)c2cccs2)cc1 (configuration not stated)
  -51%[inhibitor]	?	-11%	?	.	?	.	.	.
34: CC(NC(=O)COC(=O)COc1ccc(C(=O)c2ccccc2)cc1)c1ccccc1 (configuration not stated)
  -16%	15%	-9%	-13%	0%	-23%	i	-11	5%
35: Cc1cn(CC(=O)NCCCN2CCCC2=O)c(=O)[nH]c1=O
  -6%	19%	7%	3%	6%	-25%	i	1	4%
36: O=C(NC1CC1)C1=C[C@H](c2csc3ccccc23)C[C@H](OCCCCO)O1
  -8%	13%	5%	20%	5%	6%	i	7	4%
37: COc1ccc(O)c(/C=C2/SC(=S)N(Cc3ccccc3)C2=O)c1
  i	-17%	15%	15%	3%	-18%	i	1	-4%
38: O=C(CCC(=O)N1CCOc2ccccc21)NCCN1CCOCC1
  -18%	12%	-10%	10%	-3%	-33%	i	16	-1%
39: O=c1[nH]c2ccc(NCc3ccc(-c4ccc(Cl)cc4)o3)cc2[nH]1
  -11%	5%	-9%	10%	.	13%	.	.	.
40: Cc1ccc(C(=O)CSc2nnc3c4ccccc4nc(Cc4ccccc4)n23)cc1
  -5%	-1%	-2%	-7%	1%	-6%	i	7	-3%
41: Cc1ccc(NC(=O)COC(=O)Cn2cnc3c2c(=O)n(C)c(=O)n3C)cc1
  i	?	-3%	-24%	7%	16%	i	2	-12%
42: CCCN(CCC)CCCNC(=O)c1cc2c(=O)n(C)c3ccccc3c2s1
  -26%	24%	-9%	-7%	.	18%	.	.	.
43: CN(CC(=O)Nc1ccccc1Cl)C(=O)c1ccccc1Sc1ccccc1C#N
  -6%	-29%	-8%	-12%	-4%	18%	i	0	8%
44: Cc1nc2c(C(=O)NCc3ccc(F)cc3)c[nH]n2c(=O)c1Cl
  i	0%	-1%	-14%	-8%	26%	i	-2	-2%
45: CCN1CCN(c2cc(C)c3cc(NC(=O)c4ccncc4)ccc3n2)CC1
  -16%	1%	11%	20%	4%	-14%	i	-13	0%
46: O=C(Cc1ccccc1)N/N=C/c1cccnc1
  -26%	69%[activator]	-11%	12%	-1%	7%	i	-21	-3%
47: COc1cccc(N2CCN(C(=O)CCS(=O)(=O)c3ccc4c(c3)oc(=O)n4C)CC2)c1
  i	0%&-6%	5%&-25%	-9%&2%	1%	11%&19%	i	10	-9%
48: Cc1cccc(NC(=O)c2ccc([N+](=O)[O-])cc2Cl)n1
  -7%	16%	-9%	?	5%	-1%	i	2	-1%
49: COc1ccc(CC(=O)OCC(=O)NCc2ccccc2Cl)cc1OC
  -24%	5%	-3%	16%	1%	1%	i	11	3%
50: COc1cc(/C=N/NC(=O)CSc2ccccn2)ccc1OC(C)C
  -16%	42%[activator]	5%	-10%	?	18%	i	-5	-1%
51: O=C(Cn1cccc1C(=O)c1ccccc1)NCc1ccco1
  5%[57.5 µM]	5%	8%	3%	-11%	-11%	i	23	-8%
52: CC1(C)Cc2c(C#N)c(SCCO)nc(N3CCOCC3)c2CO1
  -18%	17%	-16%	-2%	15%	15%	i	-13	0%
53: OCCNCCSc1ccc(Cl)cc1
  -10%	-15%	-3%	-5%	0%	-26%	i	2	-1%
54: C/C=C\C(=O)Nc1cccc(C2=NOC3(C2)C[C@H](C(N)=O)N(C(=O)[C@H]2CCC(=O)N2)C3)c1 (some centres not stated)
  i	30%	-6%	9%	-2%	9%	i	-14	-6%
55: Cc1ccc(C(=O)ON=C2CCN(S(=O)(=O)c3ccccc3)CC2)cc1
  -13%[57.5 µM]	-1%	7%	?	-5%	15%	i	-1	-8%
56: Cc1cc(C)c(C#N)c(SCc2[nH]nc3c2C(c2ccc(F)cc2)C(C#N)=C(N)O3)n1 (configuration not stated)
  -19%	0%	2%	-2%	0%	30%	i	?	-4%
57: COc1ccc(CN2C(=O)c3ccccc3C2c2nnnn2-c2ccc3c(c2)OCCO3)cc1OC (configuration not stated)
  -2%	10%	3%	18%	-8%	12%	i	19	-2%
